Bioassay records (PubChem BioAssay)
S1P3 antagonist: antagonists of human S1P3 receptor | actives 0.27% (n = 170,000) | inhibition, % at 4.98 µM | CHO S1P3 NFAT-BLA reporter, FRET fluorescence, antagonist mode | Q99500;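 active = inhibition above the plate cutoff, the mean inhibition of test wells on that plate plus 3 SD, cut at about 28% in these data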;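 also: cells challenged with S1P at its EC80 of 0.8 µM; blue over green emission ratio from cleaved BLA substrate after 4 h stimulation; 0% = S1P-stimulated wells and 100% = unstimulated DMSO-only wells; some compounds past the cut are filed as inactive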
Target sequence (Q99500 whole entry, looked up): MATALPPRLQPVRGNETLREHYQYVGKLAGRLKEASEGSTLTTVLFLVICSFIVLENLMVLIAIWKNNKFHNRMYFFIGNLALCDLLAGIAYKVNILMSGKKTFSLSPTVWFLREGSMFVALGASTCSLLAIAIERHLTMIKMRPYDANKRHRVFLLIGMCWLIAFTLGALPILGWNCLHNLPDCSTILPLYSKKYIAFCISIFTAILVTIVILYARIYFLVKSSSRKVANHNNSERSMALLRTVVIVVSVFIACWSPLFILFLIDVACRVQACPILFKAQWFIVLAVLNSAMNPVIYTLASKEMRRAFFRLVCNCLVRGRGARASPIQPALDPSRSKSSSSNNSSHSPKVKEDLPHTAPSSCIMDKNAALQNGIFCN
The depositor's hits bear a star.

The opening 19 compounds, ahead of the listing:
S1P3 antagonist,structure
8,Cc1noc(C(=O)NC2CCCCC2)c1Cl
6,Cc1cc(C)c(NC(=S)NCCO)c(C)c1
4,Cc1ccc2c(C(=O)CNc3nncs3)c(C)[nH]c2c1
-3,O=S(=O)(c1cccc(F)c1)N1CCc2sccc2C1c1ccc(OC(F)(F)F)cc1 (stereo unspecified)
-15,Cc1sc2ncnc(Nc3ccc(O)cc3)c2c1C
3,Nc1ccc(OC(=O)Nc2ccc(O)cc2)cc1
0,NC(=S)Nc1ccc(Cl)c(Cl)c1
5,CCC1CCCCN1CC(C)(C)NS(=O)(=O)c1ccccc1 (stereo unspecified)
-15,CCCN(CCC)CC(C)(C)NS(=O)(=O)c1ccc(Cl)cc1
-8,O=C(CSc1cccs1)Nc1ccc(Cl)cc1
10,COCCNC(=S)N/N=C(\C)c1ccc(Cl)s1
-7,CN(C)S(=O)(=O)c1cccc(NC(=O)CSc2nnnn2-c2ccccc2)c1
9,Cc1ccc(S(=O)(=O)N2CCSC2=Nc2ccccc2)cc1
8,CC(=C/c1ccccc1)/C=N/NC(=O)c1ccccn1
-5,Cc1cc(NC(=O)Nc2cc(Cl)ccc2C)no1
2,O=C(COc1cccnc1[N+](=O)[O-])Nc1ccc(Cl)c(S(=O)(=O)N2CCOCC2)c1
9,COCCCNC(=O)C(CC(N)=O)NC(=O)OCc1ccccc1 (stereo unspecified)
4,CCOc1ccc(S(=O)(=O)Nc2ccc(C(=O)NN)cc2)cc1
2,O=[N+]([O-])c1cccc(S(=O)(=O)Nc2ccc(Cc3ccncc3)cc2)c1

The listing, from the first entry:
S1P3 antagonist,structure
8,Cc1noc(C(=O)NC2CCCCC2)c1Cl
6,Cc1cc(C)c(NC(=S)NCCO)c(C)c1
4,Cc1ccc2c(C(=O)CNc3nncs3)c(C)[nH]c2c1
-3,O=S(=O)(c1cccc(F)c1)N1CCc2sccc2C1c1ccc(OC(F)(F)F)cc1 (stereo unspecified)
-15,Cc1sc2ncnc(Nc3ccc(O)cc3)c2c1C
3,Nc1ccc(OC(=O)Nc2ccc(O)cc2)cc1
0,NC(=S)Nc1ccc(Cl)c(Cl)c1
5,CCC1CCCCN1CC(C)(C)NS(=O)(=O)c1ccccc1 (stereo unspecified)
-15,CCCN(CCC)CC(C)(C)NS(=O)(=O)c1ccc(Cl)cc1
-8,O=C(CSc1cccs1)Nc1ccc(Cl)cc1
10,COCCNC(=S)N/N=C(\C)c1ccc(Cl)s1
-7,CN(C)S(=O)(=O)c1cccc(NC(=O)CSc2nnnn2-c2ccccc2)c1
9,Cc1ccc(S(=O)(=O)N2CCSC2=Nc2ccccc2)cc1
8,CC(=C/c1ccccc1)/C=N/NC(=O)c1ccccn1
-5,Cc1cc(NC(=O)Nc2cc(Cl)ccc2C)no1
2,O=C(COc1cccnc1[N+](=O)[O-])Nc1ccc(Cl)c(S(=O)(=O)N2CCOCC2)c1
9,COCCCNC(=O)C(CC(N)=O)NC(=O)OCc1ccccc1 (stereo unspecified)
4,CCOc1ccc(S(=O)(=O)Nc2ccc(C(=O)NN)cc2)cc1
2,O=[N+]([O-])c1cccc(S(=O)(=O)Nc2ccc(Cc3ccncc3)cc2)c1
1,COc1cccc(/C=N/NC(=S)NC2CC3CC2C2C=CCC32)c1O (stereo unspecified)
-12,C/C(=N\N1CCN(Cc2ccccc2Cl)CC1)c1ccc(F)cc1
8,COc1cc(/C=N/NC(=O)c2ccc(O)cc2)ccc1OCC(=O)N1CC(C)OC(C)C1 (stereo unspecified)
10,CC(C)CCN1CCN(Cc2ccoc2)CC1CCO (stereo unspecified)
-9,N=c1c2c3c(sc2ncn1N)CCC3
1,N#C/C(=N\Nc1ccc([N+](=O)[O-])cc1)C(N)=S
-4,COc1cc(C2Nc3ccccc3NC3=C2C(=O)CC(c2ccc(OC)c(OC)c2)C3)ccc1O (stereo unspecified)
-6,O=C(c1cc2c(s1)-c1ccccc1S(=O)(=O)C2)N1CCCC1
-7,CC1CN(c2nc3ccccn3c(=O)c2/C=C(\C#N)C(=O)N2CCOCC2)CC(C)O1 (stereo unspecified)
-17,Cn1nccc1C(=O)N/N=C/c1ccccc1[N+](=O)[O-]
-3,COc1ccc(/C=C(\C#N)C(=O)Nc2cc(C)c(Cl)cc2OC)cc1O
-8,O=C(CSc1nc(O)cc(=O)[nH]1)N1c2ccccc2CCc2ccccc21
4,Cc1ccc(Nc2nc(N)c([N+](=O)[O-])c(NCCO)n2)cc1C
5,Cc1ccccc1COc1ccc2oc(C)c(C(=O)O)c2c1
-2,CN(C)/C=C1\N=C(c2cccnc2Oc2ccc(Cl)cc2)OC1=O
1,O=C(NCCNc1nccc(C(F)(F)F)n1)c1cccs1
-2,CC(C)(C)C(=O)NNC(=O)c1cc(C(C)(C)C)nn1Cc1ccccc1
14,CCOC(=O)C(=O)NNc1ccccc1OC
-2,CCCn1cc(CN2CCC(N3CCC(C(=O)N4CCOCC4)CC3)CC2)c(C)n1
3,N/C(=N\OC(=O)c1ccc(Cl)cc1Cl)c1ccncc1
-1,CC(=O)Nc1cccc(-n2nnc(SCC(=O)c3ccccc3)n2)c1
-5,CCSc1ncccc1C(=O)N[C@@H](CCSC)C(=O)OC
14,O=C(Nc1ccc(CN2CCS(=O)(=O)CC2)cc1)c1ccc(Cl)cc1
7,O=C(Nc1ccc(N2CCN(C(=O)c3ccccc3)CC2)c(Cl)c1)c1ncn[nH]1
0,N#Cc1c(Nc2ccccc2)s[nH]c1=O
2,NC(=O)c1ccc2c(c1)S(=O)(=O)c1ccccc1C2=O
-8,Cc1c(Cl)cccc1Nc1ncccc1C(=O)OCC(O)CO (stereo unspecified)
-4,C=CCC(CC(O)COCCC)C(=O)NNC(=S)Nc1ccccc1 (stereo unspecified)
6,COc1ccccc1CNC(=O)c1cc(C)nn1-c1ccccc1
-5,O=C(CSc1nccc(-c2cccs2)n1)Nc1ccc(Cl)cc1
-5,C(=N\N1CCN(Cc2cccc3ccccc23)CC1)/c1cccs1
-1,S=c1nc(-c2cc(Cl)cc(Cl)c2)[nH][nH]1
2,COc1cccc(Cn2cccc(NC(=O)Nc3cccc(C#N)c3)c2=O)c1
-17,COc1ccc(S(=O)(=O)Nc2ccccc2C(=O)N2CCCC2)cc1OC
-7,CC(C)(C)c1ccc(NC(=S)NCCc2ccccn2)cc1
-2,CN(Cc1ccccc1)C(=O)N1CCOCC1
-6,ClCc1csc(N/N=C/c2cccs2)n1
3,CC(C)=NN1C(c2nonc2N)=NOC1(C)C
5,COc1ccc(N2CCN(S(=O)(=O)c3cn(C)c(=O)n(C)c3=O)CC2)cc1
-36,O=C(CSc1ccc2nnc(-c3ccc(Cl)cc3)n2n1)N1CCN(c2ccccc2)CC1
-9,CCSc1n[nH]c2nc3c(c(=O)n12)C1(CCCCC1)Cc1ccccc1-3

The results go on:
S1P3 antagonist,structure
-1,COC(=O)c1ccc(/C=N/NC(=S)NC(C)C)cc1
-3,CCc1c(C)nc(SCC(=O)N2CCCCC2CC)[nH]c1=O (stereo unspecified)
-8,CCOc1ccccc1-n1nnnc1SCC(=O)O
-42,Cc1nnc(SCCn2c(N3CCN(c4ccccc4)CC3)nc3c2c(=O)n(C)c(=O)n3C)s1
9,CCOP(=O)(OCC)C(C)(C)NC(=O)Nc1ccc(Cl)c(Cl)c1
-26,Nc1ccccc1SC(C[N+](=O)[O-])c1ccccc1 (stereo unspecified)
-1,Cc1nc2cc(NS(=O)(=O)c3ccccc3F)ccc2s1
3,Cc1cc2c(cc1C)N(Cc1ccccc1)C1=NCCCN12
1,CCOC(CNC(=O)c1cccc([N+](=O)[O-])c1)OCC
-19,COc1ccc(N=Nc2cc(C)ccc2O)cc1
7,Cc1ccc(-c2csc(C3=C(O)CN(NC(=O)c4ccco4)C3=N)n2)cc1
-41,CCOC(=O)c1sc(=NC(=O)c2ccc(S(=O)(=O)N3CCOCC3)cc2)n(C)c1C
8,CC(C)Sc1nnc([C@H](Cc2ccccc2)NC(=O)OC(C)(C)C)o1
-4,CCOC(=O)c1c(C)n(C)c2ccc(OC)c(NC(=O)CN3CCC(C(=O)OCC)CC3)c12
3,CSc1nc(SCC(=O)O)c2c3c(sc2n1)COC(C)(C)C3
-4,CCN(CC)S(=O)(=O)c1ccc2c(c1)N(CC(=O)NCc1ccco1)C(=O)CO2
7,COc1ccccc1-c1nnc(SCC(=O)Nc2ccc(S(N)(=O)=O)cc2)n1N
-6,Cc1ccc(S(=O)(=O)N(C)c2nc3ccccc3[nH]c2=S)cc1
10,O=c1[nH]nc(SCc2cc(Cl)ccc2Cl)c(=O)[nH]1
-4,COc1ccc(NC(=O)N[C@@H](Cc2ccccc2)C(=O)NN)cc1
4,COc1ccc(-c2csc(N(Cc3ccco3)C(=O)c3cccs3)n2)cc1
5,COC(=O)c1c(C)oc(C)c1S(=O)(=O)Nc1ccc(C(C)C)cc1
-7,CCN(CC)CC(=O)Nc1cc(C)c2c(=O)oc3ccccc3c2n1
-7,COc1ccc(CCn2c(O)c(C=Nc3cccc(F)c3)c(=O)[nH]c2=O)cc1OC
5,O=C(C1CCC(CNc2c(N3CCCCC3)c(=O)c2=O)CC1)N1CCCC1 (stereo unspecified)
-1,CC(=O)/C(N=Nc1ccc(OC(F)(F)F)cc1)=C(\C)O
5,CCCN1C(=O)C2(SC(NC(C)=O)=NN2C(C)=O)c2cc(C)cc(C)c21 (stereo unspecified)
1,COC(=O)c1ccccc1NC(=O)Cn1c(=O)n(CCC(=O)NC2CCN(Cc3ccccc3)CC2)c(=O)c2ccccc21
4,COc1cccc(Cc2n[nH]c(=S)n2Cc2ccco2)c1
7,Nc1ccccc1SCc1csc(-c2ccc(Cl)cc2)n1
-4,CC(C)(C)C(=O)Nc1ccc(-c2cnco2)cc1
0,COC(=O)[C@H](CCSC)NC(=O)Nc1cccc(C)c1C
-3,COc1ccc2c(c1)S(=O)(=O)c1ccccc1N2
-16,Cc1ccc(NS(=O)(=O)c2cc3c4c(cccc4c2)C(=O)NC3=O)cc1C
-2,COC(=O)c1cc(Nc2cc(C)c3c(O)cccc3n2)cc(C(=O)OC)c1
-6,Cc1ccc(Nc2nc(C(=O)NCC3CCCO3)cs2)cc1 (stereo unspecified)
-5,O=C(CN1C(=O)C2C3CC(C(Br)C3Br)C2C1=O)Nc1ccc(C(=O)O)cc1 (stereo unspecified)
0,CC(C)(C)c1nnc(NC(=O)C2c3ccccc3Oc3ccccc32)s1
2,O=C(c1cccs1)N1CCN(c2ncc(Br)cn2)CC1
-17,N#C/C(=C/c1ccc(F)cc1)c1nnc(NC(=O)c2ccccc2)s1
-9,O=C(O)COc1ccccc1/C=N/NC(=O)c1cc(-c2ccc(Cl)cc2)nc2ccccc12
8,N/C(=N\OC(=O)c1ccc(Cl)cc1)c1[nH]ncc1Br
9,NC(=O)N=Nc1c(O)[nH]c2ccc([N+](=O)[O-])cc12
-7,CCCCOc1ccc(/C=N/NC(=O)C2CCCNC2=O)cc1 (stereo unspecified)
3,COc1ccc(/C=N/N2CCOCC2)cc1Cn1cc([N+](=O)[O-])cn1
-15,CC(=O)Cn1nnc(-c2ccc(C(F)(F)F)cc2)n1
7,CN(C(=O)c1ccncc1)c1ccccc1
1,Cc1cc(C)n(C2CCCCC2OC(=O)CCc2ccccc2)n1 (stereo unspecified)
19,Cc1ccc(/C=N/n2c(-c3ccncc3)n[nH]c2=S)s1
8,CCCC1Cc2nc(Cl)c(C#N)cc2CO1 (stereo unspecified)
11,CC1CCc2nc(NC(=O)c3cc(C(C)(C)C)nn3C)sc2C1 (stereo unspecified)
19,Clc1ccccc1-c1csc(Nc2cccnc2)n1
-2,O=[N+]([O-])c1ccc(Oc2cccnc2)nc1
4,O=[N+]([O-])c1cc(Cl)ccc1Sc1ccccn1
4,S=C1NCN(Cc2ccco2)CN1c1ccccc1
-12,CCCS(=O)(=O)C/C(N)=N/OC(=O)c1ccc(Cl)cc1
-12,O=C(CC1Sc2ccccc2NC1=O)NCc1ccccc1 (stereo unspecified)
3,O=C(O)c1ccc[nH]c1=S
9,Cc1c(NC(=S)N/N=C/c2ccc(Br)cc2)c(=O)n(-c2ccccc2)n1C
17,COc1ccc(CCNS(=O)(=O)c2cccc3cccnc23)cc1OC

Additional structures.
S1P3 antagonist,structure
7,Cc1csc(NC(=O)c2ccco2)c1C(=O)c1ccccc1
-14,CCCc1nc2c(c(=O)c3ccccc3n2C)c(=O)n1-c1cc(C)cc(C)c1
0,Nc1cc(S(=O)(=O)Nc2cc(Cl)ccc2Cl)ccc1N1CCOCC1
7,COC(=O)c1cc(S(=O)(=O)Nc2ccsc2C(=O)OC)oc1C
28,Cc1ccccc1OCC(=O)N/N=C/c1cn(C)c2ccccc12
10,Cn1cc(CN2CCC(CO)(CCCc3ccccc3)CC2)c(-c2ccccc2)n1
-2,Cc1cc2c(C)cc(=O)[nH]c2cc1NC(=O)CCl
4,CC(C)(C)c1ccc(C(=O)NNc2cc(Cl)cc(Cl)c2)cc1
-13,O=C(CCC(=O)Nc1nnc(C2CCCCC2)s1)NCc1ccccc1
-16,CCNC(=O)CCc1nc(-c2ccc(C)cc2)no1
8,COC(=O)c1ccccc1N=Nc1c(C)[nH][nH]c1=O
16,Cc1nc2ccc(NC(=O)c3ccc(Cl)nc3)cc2s1
-14,CCCCN(c1ccccc1)S(=O)(=O)c1cccc2cccnc12
-9,Cc1ccc(C(=O)COc2cc(C)nc3nncn23)cc1
-2,COc1ccc(NC(=O)CSc2nnc(C3CCCCC3)n2N)cc1
3,COc1ccc(NC(=O)COC(=O)c2ccc(Cl)c(S(N)(=O)=O)c2)c([N+](=O)[O-])c1
-4,Cc1cc(C)cc(OCC(=O)O/N=C(\N)Cc2ccc([N+](=O)[O-])cc2)c1
13,CCOC(=O)C1CC(=O)c2cc(OC)c(OC)cc2C1 (stereo unspecified)

Not all compounds are listed, so the mix of outcomes need not match the whole.
